RGS4-Gao reg = human RGS4-Galphao interaction regulation | P09471 | Multiplexed bead flow cytometry, RGS4-Galphao binding; actives lie on both sides | binding response (% of control), % at 10 µM | 220,000 tested, 0.33% active; in the data active = binding response below about 49% or above about 150%; inactive = in between;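 also: fluorescent Galphao activated with aluminum fluoride binding bead-coupled RGS4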
Mcl-1 Bim block = disrupts Bim peptide binding to human Mcl-1; Q07820; Bead-based flow cytometry, Bim peptide-Mcl-1 binding; inhibition, % at 10 µM; 190,000 tested, 0.1% active; AID 1009;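 also: 0% = no compound tracer wells and 100% = peptide blocker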
Target sequence (Q07820 whole entry, looked up): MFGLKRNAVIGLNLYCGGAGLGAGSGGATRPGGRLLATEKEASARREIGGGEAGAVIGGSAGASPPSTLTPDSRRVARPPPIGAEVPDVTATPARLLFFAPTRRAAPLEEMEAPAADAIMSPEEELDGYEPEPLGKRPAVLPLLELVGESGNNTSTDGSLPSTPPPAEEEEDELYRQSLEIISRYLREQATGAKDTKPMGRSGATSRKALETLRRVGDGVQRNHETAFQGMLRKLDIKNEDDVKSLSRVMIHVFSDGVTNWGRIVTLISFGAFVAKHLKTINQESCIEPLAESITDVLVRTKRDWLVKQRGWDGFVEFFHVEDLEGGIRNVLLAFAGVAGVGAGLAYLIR
Bim-Bfl-1 = human Bim-Bfl-1 interaction inhibition. Q16548. Bead-based flow cytometry, Bim-Bfl-1 binding inhibition. inhibition, % at 10 µM. 190,000 tested, 0.12% active;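 also: 0% = wells without compound plus tracer and 100% = blocker peptide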
Bcl-XL Bim block = inhibitors of Bim-Bcl-XL interaction, human | Q07817 | AID 1007 | inhibition, % at 10 µM | Bim peptide-Bcl-XL binding, bead flow cytometry, fluorescence | 190,000 tested, 0.04% active
Target sequence (Q07817 whole entry, looked up): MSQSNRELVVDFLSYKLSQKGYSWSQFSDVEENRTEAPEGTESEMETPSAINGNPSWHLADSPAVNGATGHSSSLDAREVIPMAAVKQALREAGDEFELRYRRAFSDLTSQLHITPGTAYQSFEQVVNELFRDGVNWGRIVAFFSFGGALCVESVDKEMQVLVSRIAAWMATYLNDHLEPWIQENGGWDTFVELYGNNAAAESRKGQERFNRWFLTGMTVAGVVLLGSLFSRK
Bim-Bcl-B = disrupts Bim peptide binding to human Bcl-B. Q9HD36. bead-based flow cytometry. inhibition, % at 10 µM. 190,000 tested, 0.073% active. AID 951;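 also: 0% = tracer peptide without compound and 100% = reference inhibitor peptide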
Target sequence (Q9HD36 whole entry, looked up): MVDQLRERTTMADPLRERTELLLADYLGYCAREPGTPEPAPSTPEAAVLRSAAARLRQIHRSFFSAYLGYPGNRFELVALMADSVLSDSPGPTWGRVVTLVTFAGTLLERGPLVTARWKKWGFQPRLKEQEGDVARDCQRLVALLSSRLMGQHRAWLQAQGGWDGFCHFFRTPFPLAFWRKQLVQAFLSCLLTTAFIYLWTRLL
Bcl-W Bim block = inhibitors of Bim-Bcl-W interaction, human; Q92843; bead-based flow cytometry, Bim peptide-Bcl-W binding; inhibition, % at 10 µM; 190,000 tested, 0.02% active; AID 952;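 also: 0% = bound tracer without compound and 100% = peptide blocker; higher means less fluorescent Bim peptide bound to Bcl-W beads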
Mcl1 Bid PPI = Mcl-1/Bid interaction inhibition; inhibition, % at 21.7 µM; TR-FRET Mcl-1/Bid-Dy647 peptide binding, 1536-well; Q07820; 220,000 tested, 0.97% active; AID 1021;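 active = compounds that cut the binding signal by more than half at the single screening dose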;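 also: His-tagged Mcl-1 with europium anti-His antibody binding Bid BH3 peptide; 0% = Mcl-1 plus peptide wells and 100% = peptide-only wells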
Bcl-2 Bim block = disrupts Bim peptide binding to human Bcl-2; Bead-based flow cytometry, Bim peptide-Bcl-2 binding; 190,000 tested, 0.06% active; inhibition, % at 10 µM; in the data active = inhibition above about 40%; inconclusive = no clear call, values can overlap the other calls;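 also: 0% = no compound wells with probe peptide and 100% = reference peptide inhibitor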
Target sequence (P10415 whole entry, looked up): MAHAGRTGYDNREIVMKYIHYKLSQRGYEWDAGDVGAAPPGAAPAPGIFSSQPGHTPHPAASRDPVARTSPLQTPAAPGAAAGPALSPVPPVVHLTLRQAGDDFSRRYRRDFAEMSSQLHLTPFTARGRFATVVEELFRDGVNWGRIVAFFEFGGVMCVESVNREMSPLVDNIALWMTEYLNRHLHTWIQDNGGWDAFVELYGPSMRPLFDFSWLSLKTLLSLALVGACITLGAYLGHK
RGS8-Gao reg = modulates binding of RGS8 to human Galphao | 220,000 tested, 0.34% active | response (percent of control binding), % at 10 µM | multiplexed bead flow cytometry; actives lie on both sides; in the data active = response below about 60% or above about 140%; inactive = in between;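 also: Galphao activated as the GDP aluminium fluoride complex binding bead-coupled RGS8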
RGS7-Gao reg = human RGS7-Galphao interaction regulation; P09471; Multiplexed bead flow cytometry, RGS7-Galphao binding; actives lie on both sides; binding response (% of control), % at 10 µM; 220,000 tested, 0.35% active; in the data active = binding response below about 49% or above about 150%; inconclusive = no clear call, values can overlap the other calls; inactive = in between;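 also: fluorescent Galphao held in activated GDP-AlF4 state binding bead-coupled RGS7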
GSH fluor = GSH bead compound fluorescence profile; GSH beads flow cytometry, compound fluorescence 488/530 nm; stronger effect = higher value; fluorescence (KMESF) at 10 µM; 190,000 tested, 0.25% active; AID 1776; in the data active = fluorescence above about 89;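 also: glutathione beads carrying GST-tagged Bcl family fusion proteins plus one bare bead set; values are compound well signal with DMSO vehicle wells as background; inactives centre near 16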
The depositor's hits bear a star; ? = inconclusive; nt = no result given. Rule as the data show it, unless noted: active = inhibition above about 40%.

1) O=S(=O)(NC1CCCc2ccccc21)c1cnc[nH]1 (configuration not stated)
2) CCc1c(C(=O)NC2CCCC2)csc1C
3) O=C(CN(C(=O)CNC(=O)c1ccco1)c1ccc2c(c1)OCCO2)NC1CCCCC1
4) Cc1ccc2nc(NCCO)nc(-c3ccccc3)c2c1
5) CCOc1cc(-c2noc(-c3cccnc3)n2)ccc1OC
6) CCCN(CCC)CCCNC(=O)CS(=O)Cc1nc(-c2ccc(OC)c(OC)c2)oc1C (configuration not stated)
7) Cc1cc(NC(=O)COC(=O)CNS(=O)(=O)c2ccc(C)c(C)c2)no1
8) COC(=O)c1[nH]c2c(c1C)C(=O)CC(c1cccs1)C2 (configuration not stated)
9) Cn1c(=O)c2cc(S(=O)(=O)NCCC(=O)NCCc3ccc(Cl)cc3)ccc2n(C)c1=O
10) COc1ccccc1CNC(=O)COC(=O)Cc1ccc(Cl)cc1
assay / entry | 1 | 2 | 3 | 4 | 5 | 6 | 7 | 8 | 9 | 10
RGS4-Gao reg | 100 | 88 | 102 | 110 | 102 | 91 | 98 | 100 | 103 | 101
Mcl-1 Bim block | 0 | -2 | 0 | 0 | -2 | 4 | -5 | -4 | 2 | -4
Bim-Bfl-1 | -13 | -3 | -5 | -1 | -12 | 1 | -5 | -2 | -2 | -3
Bcl-XL Bim block | -4 | -5 | -1 | 2 | -10 | -1 | -5 | -3 | -1 | -1
Bim-Bcl-B | -7 | 1 | -2 | 0 | -8 | 8 | -6 | -3 | 1 | -5
Bcl-W Bim block | 1 | 0 | 0 | -1 | -4 | -2 | -3 | -3 | -2 | -3
Mcl1 Bid PPI | -14 | 1 | -37 | -6 | -2 | -11 | -10 | -15 | 5 | -15
Bcl-2 Bim block | -7 | 0 | -3 | 2 | -6 | 7 | -1 | 0 | 0 | -5
RGS8-Gao reg | 101 | 98 | 101 | 105 | 102 | 97 | 100 | 100 | 107 | 103
RGS7-Gao reg | 96 | 88 | 104 | 103 | 98 | 91 | 98 | 101 | 106 | 101
GSH fluor | 24 | 50 | 11 | 22 | 36 | 12 | 12 | 23 | 15 | 12

Some of these compounds in order of their number in Bcl-W Bim block, lowest first.
5) CCOc1cc(-c2noc(-c3cccnc3)n2)ccc1OC
9) Cn1c(=O)c2cc(S(=O)(=O)NCCC(=O)NCCc3ccc(Cl)cc3)ccc2n(C)c1=O
4) Cc1ccc2nc(NCCO)nc(-c3ccccc3)c2c1
3) O=C(CN(C(=O)CNC(=O)c1ccco1)c1ccc2c(c1)OCCO2)NC1CCCCC1
assay / entry | 5 | 9 | 4 | 3
RGS4-Gao reg | 102 | 103 | 110 | 102
Mcl-1 Bim block | -2 | 2 | 0 | 0
Bim-Bfl-1 | -12 | -2 | -1 | -5
Bcl-XL Bim block | -10 | -1 | 2 | -1
Bim-Bcl-B | -8 | 1 | 0 | -2
Bcl-W Bim block | -4 | -2 | -1 | 0
Mcl1 Bid PPI | -2 | 5 | -6 | -37
Bcl-2 Bim block | -6 | 0 | 2 | -3
RGS8-Gao reg | 102 | 107 | 105 | 101
RGS7-Gao reg | 98 | 106 | 103 | 104
GSH fluor | 36 | 15 | 22 | 11

The list goes on:
11) N#C/C(=C\c1ccc(F)c(F)c1)C(=O)NC1CCCCC1
12) C/C(=N\Nc1ncc(Cl)cc1Cl)c1ccc(N2CCOCC2)cc1
13) CCOc1ccc(NC(=S)NCCCN2CCOCC2)cc1
14) CCCCC/C(=N\NC(=O)Nc1ccccc1)c1ccccc1
15) Cc1nc(N2CCOCC2)c2oc3ccccc3c2n1
16) Cc1cccc2cc(CN(Cc3ccccc3)C(=O)c3cccc(F)c3)c(Cl)nc12
17) CCOC(=O)NCN1C(=O)C2C3C=CC(C3)C2C1=O (configuration not stated)
18) Clc1ccc(-c2nnc(CSc3nnc(-c4cccs4)n3Cc3ccccc3)o2)cc1
19) c1ccc(-c2ccc(SCc3cccnc3)nn2)nc1
20) Cc1cc(OCC(=O)N(C)C2CCCCC2)ccc1Cl
assay / entry | 11 | 12 | 13 | 14 | 15 | 16 | 17 | 18 | 19 | 20
RGS4-Gao reg | 102 | 99 | 105 | 98 | 88 | 100 | 100 | 100 | 102 | 98
Mcl-1 Bim block | -2 | 1 | 0 | -1 | -3 | -1 | -2 | -2 | 0 | 0
Bim-Bfl-1 | 4 | -2 | -5 | -1 | -11 | -1 | -1 | 0 | -6 | -8
Bcl-XL Bim block | -2 | -2 | -2 | 2 | -3 | -2 | -3 | -4 | 0 | -4
Bim-Bcl-B | 1 | 0 | -3 | -2 | -8 | -3 | 0 | -6 | 0 | -2
Bcl-W Bim block | -3 | -2 | -3 | 0 | 0 | -2 | 0 | -3 | 0 | -2
Mcl1 Bid PPI | 14 | -19 | -19 | -1 | -1 | -20 | -18 | 8 | -25 | -28
Bcl-2 Bim block | 0 | -1 | -2 | -3 | -6 | -6 | -3 | 0 | 0 | -4
RGS8-Gao reg | 101 | 98 | 108 | 106 | 93 | 102 | 102 | 94 | 102 | 103
RGS7-Gao reg | 102 | 98 | 111 | 101 | 93 | 99 | 100 | 101 | 104 | 100
GSH fluor | 11 | 17 | 12 | 11 | 27 | 13 | 22 | 24 | 10 | 11

21) COc1ccccc1N1CCN(C(=S)Nc2ccc3nc(N4CCOCC4)cc(C)c3c2)CC1
22) CC(C)C(NS(=O)(=O)c1ccc2c(c1)OCCCO2)C(=O)O (configuration not stated)
23) O=C(NCC(c1cccs1)N1CCOCC1)c1ccc([N+](=O)[O-])cc1 (configuration not stated)
24) CSCCC(C(=O)OC1CCOC1=O)N1C(=O)c2ccccc2C1=O (configuration not stated)
25) CC(=O)c1sc(-c2ccc(Cl)cc2)nc1C
26) O=S(=O)(c1ccc(Nc2ccc(-c3ccc4c(c3)OCCO4)nn2)cc1)N1CCCC1
27) O=C1CN(C(=O)c2ccc(F)c(S(=O)(=O)N3CCOCC3)c2)c2ccccc2N1
28) O=C1N=c2ccccc2=C1c1sc(=S)n(CC2CCCO2)c1O (configuration not stated)
29) Cc1nc(NC(=O)c2ccc(OCC(C)C)cc2)sc1Cc1ccc2c(c1)OCO2
30) NC(=O)c1ccc(NC(=O)COC(=O)c2c3c(nc4ccccc24)/C(=C\c2cccs2)CCC3)cc1
assay / entry | 21 | 22 | 23 | 24 | 25 | 26 | 27 | 28 | 29 | 30
RGS4-Gao reg | 109 | 100 | 101 | 97 | 98 | 84 | 108 | 100 | 100 | 104
Mcl-1 Bim block | -4 | -6 | -7 | 0 | 2 | nt | -2 | 2 | -1 | 0
Bim-Bfl-1 | 3 | -6 | 0 | 0 | -4 | nt | -4 | -5 | 4 | 4
Bcl-XL Bim block | -4 | -5 | -5 | 0 | -1 | nt | 0 | -4 | -2 | 1
Bim-Bcl-B | -11 | -6 | -2 | 2 | -2 | nt | -1 | -1 | 0 | -5
Bcl-W Bim block | -2 | -5 | -5 | 0 | 4 | nt | 0 | 2 | -2 | 2
Mcl1 Bid PPI | -46 | -39 | -13 | -27 | -16 | -21 | -24 | -3 | 1 | -3
Bcl-2 Bim block | -3 | -7 | 0 | 4 | -1 | ? | 0 | -4 | 3 | 5
RGS8-Gao reg | 121 | 101 | 100 | 102 | 103 | 95 | 103 | 103 | 79 | 104
RGS7-Gao reg | 109 | 102 | 97 | 96 | 103 | 101 | ? | 98 | ? | 99
GSH fluor | 11 | 11 | 15 | 11 | 12 | 13 | 15 | 49 | 14 | 7

Gathered by group, the compounds so far containing an NH in an aromatic ring
1) O=S(=O)(NC1CCCc2ccccc21)c1cnc[nH]1 (configuration not stated)
8) COC(=O)c1[nH]c2c(c1C)C(=O)CC(c1cccs1)C2 (configuration not stated)
assay / entry | 1 | 8
RGS4-Gao reg | 100 | 100
Mcl-1 Bim block | 0 | -4
Bim-Bfl-1 | -13 | -2
Bcl-XL Bim block | -4 | -3
Bim-Bcl-B | -7 | -3
Bcl-W Bim block | 1 | -3
Mcl1 Bid PPI | -14 | -15
Bcl-2 Bim block | -7 | 0
RGS8-Gao reg | 101 | 100
RGS7-Gao reg | 96 | 101
GSH fluor | 24 | 23

Remaining list, next part.
31) Cc1ccc(C(=O)Nc2nc(=O)n(C(=O)c3ccccc3C)s2)cc1
32) O=C(Nc1ccc2oc(-c3cccnc3)nc2c1)c1cc2ccccc2o1
33) Cc1sc(N/N=C/c2cccnc2)nc1-c1ccc(Cl)cc1
34) COc1cc(/C=C/C(=O)C2C(=O)C=C(C)OC2=O)cc(OC)c1O (configuration not stated)
35) Cc1nc([N+](=O)[O-])cn1Cc1cccc([N+](=O)[O-])c1
36) Cc1cccc(NC(=O)c2sc(Cl)nc2-c2ccccc2)c1
37) O=C(c1ccc([N+](=O)[O-])cc1)N1CCSC1c1cccc(Cl)c1 (configuration not stated)
38) CSc1nc(Cl)cc(N(CCO)CCO)n1
39) CCOC(=O)c1c(C)n(-c2ccc(C)cc2)c2c(CC(C)=O)c(Br)c(OC)c(O)c12
40) COC(=O)C1=C(O)CSC1=Nc1cccc(C(F)(F)F)c1
assay / entry | 31 | 32 | 33 | 34 | 35 | 36 | 37 | 38 | 39 | 40
RGS4-Gao reg | 98 | 104 | 101 | 102 | 97 | 101 | 95 | 100 | 98 | 98
Mcl-1 Bim block | 3 | 1 | 1 | -5 | 0 | -4 | 0 | 0 | -1 | 1
Bim-Bfl-1 | -7 | -1 | 1 | -7 | -3 | 0 | -5 | -1 | -3 | -11
Bcl-XL Bim block | -2 | 0 | -2 | -9 | 0 | -10 | 0 | 1 | 0 | -6
Bim-Bcl-B | -7 | 0 | -2 | -10 | -1 | 0 | -1 | 2 | -1 | -8
Bcl-W Bim block | -1 | 1 | 0 | -4 | -1 | 1 | 1 | 1 | 0 | 0
Mcl1 Bid PPI | -58 | 38 | -33 | -42 | 4 | -7 | -4 | 2 | -44 | 18
Bcl-2 Bim block | -8 | 0 | 0 | -3 | 0 | -1 | -2 | -1 | -1 | -2
RGS8-Gao reg | 102 | 103 | 102 | 102 | 100 | 90 | 100 | 103 | 100 | 98
RGS7-Gao reg | 99 | 103 | 101 | 102 | 100 | 96 | 97 | 101 | 100 | 96
GSH fluor | 34 | 9 | 16 | 18 | 9 | 29 | 14 | 17 | 21 | 41

41) CCn1c(CSCc2ccc(Cl)cc2)n[nH]c1=S
42) Cn1c(=O)cc(OCCCC(=O)NCCCN2CCN(Cc3ccccc3)CC2)c2ccccc21
43) COC(=O)c1ccccc1NC(=O)CSc1nnc(-c2cccc(NC(C)=O)c2)n1C
44) Cc1cc(C)n(CCc2nc(-c3ccc(C(C)(C)C)cc3)cs2)n1
45) CSC(=NC#N)N1CCN(c2c(C)cccc2C)CC1
46) N#Cc1ccc(CSc2ncnc3c2cnn3Cc2ccccc2)cc1
47) O=C1CC(Nc2ccc(N3CCOCC3)cc2)C(=O)N1C1CCCCC1 (configuration not stated)
assay / entry | 41 | 42 | 43 | 44 | 45 | 46 | 47
RGS4-Gao reg | 100 | 102 | 98 | 99 | 101 | 105 | 99
Mcl-1 Bim block | -4 | -3 | -3 | 4 | -4 | -2 | 3
Bim-Bfl-1 | 3 | -1 | -8 | 0 | 5 | -13 | 25
Bcl-XL Bim block | -6 | 0 | -4 | -2 | 0 | -16 | 6
Bim-Bcl-B | -27 | 0 | -9 | -4 | -5 | -7 | -9
Bcl-W Bim block | -1 | 0 | -1 | 0 | -4 | -1 | 17
Mcl1 Bid PPI | -23 | -10 | -33 | 1 | -27 | 3 | -36
Bcl-2 Bim block | -4 | -1 | -5 | -3 | 2 | -11 | 19
RGS8-Gao reg | 94 | 106 | 97 | 101 | 105 | 105 | 102
RGS7-Gao reg | ? | 104 | 101 | 100 | 100 | 99 | 99
GSH fluor | 15 | 11 | 26 | 12 | 19 | 33 | 16

Assay outcomes from PubChem.
